Screening data as filed in PubChem BioAssay.
ERAP1 inh: inhibitors of human ERAP1 aminopeptidase; 340,000 tested, 0.15% active; recombinant ERAP1, Leu-AMC fluorescence, 60 min; inhibition, % at 10.7 µM; Q9NZ08;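 active means mean replicate inhibition of at least 30%, or all replicates individually reaching that 30% level; inactive means mean below 30% and not every replicate reaching it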;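 further: 0% = neutral control wells and 100% = L-leucinethiol positive control wells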
RAD52 inh: RAD52 (human) annealing inhibition. P43351. recombinant RAD52 DNA annealing, FRET fluorescence. inhibition, % at 18.7 µM. 360,000 tested, 0.46% active;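 active means every replicate showing at least 50% inhibition; inconclusive means mean inhibition at least 50% but not in every replicate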
RAD54 branch: blocks human RAD54 Holliday junction branch migration | Q92698 | inhibition, % at 10.4 µM | AID 602329 | 360,000 tested, 0.14% active | FAM/BHQ fluorescence;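 active means mean normalized replicate activity at least 40 and at least half of replicates scoring 40 or more; inconclusive means only one of the two criteria met; inactive means mean below 40 and under half of replicates reaching 40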;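 further: 0% = median of neutral control wells and 100% = median of positive control wells; inhibitors cause a drop in the FAM fluorescence signal; in these data hits start at about 50%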
esBAF inh: SWI/SNF esBAF complex inhibition | reporter increase, % at 12.5 µM | mouse ES cells, Bmi1-luciferase knock-in reporter, 24 h; 100% = twice the neutral-well signal | AID 602393 | 350,000 tested, 2% active; in the data active means activation above about 40%; inconclusive means no clear call, values can overlap the other calls;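 further: 0% = median of the plate's neutral control wells and 100% = double that signal; a rise in the Bmi1 reporter signal indicates esBAF inhibition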
ERp5 block: inhibitors of human ERp5 | inhibition, % at 9.99 µM | ERp5 insulin aggregation, absorbance 650 nm, 90 min | Q15084 | 350,000 tested, 0.05% active;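 active means mean replicate inhibition above about 25%, with every replicate also reaching it, limit read from the data, passing the limit was not always enough; inconclusive means only one of those two criteria met; inactive means neither criterion met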
S100A4 MyoIIA: S100A4-myosin IIA interaction inhibition; P26447; 360,000 tested, 0.14% active; inhibition, % at 10.7 µM; S100A4/TAMRA-MyoIIA peptide fluorescence polarization;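 active means mean inhibition of at least 70% across replicates, with every replicate also reaching that level; inconclusive means mean inhibition reaches 70% but some replicates fall short; inactive means mean inhibition below 70%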
Target sequence (P26447 whole entry, looked up): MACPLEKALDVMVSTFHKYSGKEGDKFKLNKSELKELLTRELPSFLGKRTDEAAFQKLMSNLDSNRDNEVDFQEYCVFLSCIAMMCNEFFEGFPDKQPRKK
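System – human S100A4 monomer protein, biochemical binding assay · Buffer or medium – Calcium-containing HEPES buffer, pH 7.2 · Timing – 5 min between mix addition and reading · Also added – TAMRA-labelled myosin IIA heavy-chain peptide probe, 5 nM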
E-selectin induc: E-selectin induction on HUVECs; HUVEC E-selectin immunofluorescence imaging; normalized: neutral wells 0, TNF-alpha wells 100; 260,000 tested, 0.37% active; activation, % at 7.58 µM;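 active means mean E-selectin-positive cell signal at least 10% of the positive control, reached in at least 60% of replicates, without over 20% cell loss; inconclusive means no rule given, readout overlaps actives, possibly toxicity-flagged; inactive means the rest, including those meeting only one limit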;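 further: in these data hits start at about 27%; measured in HUVEC primary endothelial cells; signal is the percent of cells scored E-selectin positive by PE staining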
Target sequence (P16581 whole entry, looked up): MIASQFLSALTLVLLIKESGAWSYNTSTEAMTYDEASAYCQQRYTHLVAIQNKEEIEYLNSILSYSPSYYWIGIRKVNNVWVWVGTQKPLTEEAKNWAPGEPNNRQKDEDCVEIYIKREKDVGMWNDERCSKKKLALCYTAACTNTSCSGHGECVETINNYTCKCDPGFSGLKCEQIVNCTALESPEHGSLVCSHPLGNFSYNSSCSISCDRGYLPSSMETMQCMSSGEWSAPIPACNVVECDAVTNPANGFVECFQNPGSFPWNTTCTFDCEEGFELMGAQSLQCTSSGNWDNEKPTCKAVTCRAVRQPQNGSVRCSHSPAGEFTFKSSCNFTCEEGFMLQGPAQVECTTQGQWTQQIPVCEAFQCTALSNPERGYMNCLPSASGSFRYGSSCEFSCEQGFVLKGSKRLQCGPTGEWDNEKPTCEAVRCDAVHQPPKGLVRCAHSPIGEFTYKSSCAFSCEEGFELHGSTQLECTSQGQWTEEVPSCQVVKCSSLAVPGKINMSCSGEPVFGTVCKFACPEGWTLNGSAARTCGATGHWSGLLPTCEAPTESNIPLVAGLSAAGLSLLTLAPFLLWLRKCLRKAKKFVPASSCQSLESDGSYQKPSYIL
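Assay system: HUVEC, human umbilical vein endothelial cells / Amount: 3,000 HUVEC/well / Controls: TNF-alpha positive control, DMSO neutral control / Compound dosing: single concentration / Medium: EGM-2 over gelatin coat / Evaluation: percent E-selectin-positive cells / Signal: immunofluorescence imaging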
XiGFP reactiv: X-chromosome reactivation activator; XiGFP mouse fibroblasts, % GFP-positive cells imaging, 3 d; cells co-treated with 5-aza-dC sensitizer; scaled so ellipticine positive control = 100%; activation, % at 7.58 µM; 360,000 tested, 0.055% active;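 active means mean normalized replicate activation at least 10% and every replicate at or above 10%; inconclusive means only one of the two criteria met; inactive means mean below 10% and not all replicates reach 10%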;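 further: 0% = median of on-plate neutral control wells and 100% = ellipticine 6 µM median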
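Material: XiGFP fibroblasts, SV40-immortalized. Buffer or medium: DMEM plus 5-aza-dC sensitizer. Compound: single concentration per compound, delivered by pin transfer. Times: 3 days compound exposure. Controls: ellipticine 6 µM.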
* = called active by the depositor; ? = inconclusive; / = no result given; & = joins results of further samples.

Every second line gives: ERAP1 inh, RAD52 inh, RAD54 branch, esBAF inh, ERp5 block, S100A4 MyoIIA, E-selectin induc, XiGFP reactiv
Cc1c(Cl)cnc(NC(=O)COC(=O)CNC(=O)c2ccccc2)c1Cl
  -1, -32, -3, -11, 9, 11, /, -0.1
O=C(O)C1CCCN(C(=O)c2cccc3ccccc23)C1 (centres undefined)
  0, -5, -18, -11, -1, -2, 0.0, -0.1
CCOC(=O)c1ccccc1N1C(=O)C2Sc3[nH]c(=O)sc3C(/C=C/c3ccccc3)C2C1=O (centres undefined)
  1, -105, /, /, 1, -8, -0.1, -0.1
C[C@H]1CN([C@@H](C)CO)C(=O)Cc2cc(NC(=O)Nc3ccc(C(F)(F)F)cc3)ccc2O[C@H]1CN(C)C(=O)Nc1ccc2c(c1)OCO2
  -2, -11, /, /, 2, -7, -2.9, 0.0
COc1ccc(CC2(C)OC(c3ccc(C)c([N+](=O)[O-])c3)=NN2C(C)=O)cc1 (centres undefined)
  7, -3, /, /, 3, 11, 1.0, 0.4
COc1ccc(-c2ccccc2[C@H]2[C@@H](C#N)N(C(=O)C3CCCC3)[C@H]2CO)cc1
  -2, 10, /, /, -10, -22, 0.1, 0.2
CO[C@H]1CN(C)C(=O)c2ccc(NC(=O)Nc3c(C)noc3C)cc2OC[C@H](C)N(CC2CC2)C[C@H]1C
  -7, 0, -7, -6, 0, 10, -0.1, 0.0
CCCCn1c(N)c(N(CC(C)C)C(=O)c2ccc(-c3ccc([N+](=O)[O-])cc3)o2)c(=O)[nH]c1=O
  -2, -26, -3, -1, 5, -12, -0.2, 0.1
CN(CC(=O)Nc1ccccc1Br)C(=O)CNC(=O)c1cccs1
  -1, -13, -1, 0, 3, -4, 0.4, 0.3
O=S1(=O)N=C(N/N=C/c2ccco2)c2ccccc21
  9, -26, -10, 0, 5, 1, /, 0.0
NS(=O)(=O)c1cccc(NC(=S)NC(=O)c2cccc([N+](=O)[O-])c2)c1
  -2, -11, 0, -6, 7, 0, /, 0.0
CCc1noc(C)c1C(=O)Nc1nc(-c2cccs2)cs1
  4, -10, 11, /, 1, -7, /, 0.4
O=C(N/N=C/c1cccs1)c1ccc(-n2cccc2)cc1
  4, -14, /, /, -1, 0, /, 0.3
O=C1C(=O)c2c(ccc3ccccc23)-c2ccccc21
  2, -26, /, -57, -6, 4, 0.5, 0.3
CN(CC(=O)NCc1cccs1)CC(=O)Nc1ccc(F)c(F)c1F
  1, -3, 7, 0, -2, -7, -0.5, 0.0
Cc1c2cnn(CC(=O)NCCCN3CCCCC3C)c(=O)c2c(C)n1Cc1ccccc1 (centres undefined)
  3, -4, -9, -2, 6, -6, -1.8, -0.1
CN1C(=O)c2cc(NC(=O)c3cccc(F)c3)ccc2OC[C@@H]2O[C@@H](CC(=O)O)CC[C@@H]21
  /, /, 0, 1, /, /, 0.0, 0.1
Cc1ccc(S(=O)(=O)N(C)CCCC(=O)Nc2ccncc2)cc1
  2, -19, 13, 4, -2, 3, 0.0, 0.8
CCCNC(=O)N1CC(=O)N2[C@H](C1)[C@@H](c1ccc(C#Cc3cccc(F)c3)cc1)[C@@H]2CO
  5, 5, /, /, -6, 2, 0.6, -0.1
O=C(c1cc(COc2c(F)cccc2F)on1)N1CCN(C2CCCCC2)C(=O)C1
  -2, -4, 10, 4, -1, -3, -0.3, 0.1
COC(=O)C[C@@H]1C[C@@H]2c3cc(NC(=O)C4CCC4)ccc3O[C@@H]2[C@H](CO)O1
  2, 7, -2, 0, 6, -4, -0.2, -0.1
COc1ccccc1CNC(=O)C[C@@H]1C[C@H]2c3cc(NC(=O)Nc4ccccc4F)ccc3O[C@H]2[C@H](CO)O1
  2, -5, -4, -7, 2, 2, -0.2, 0.0
CS(=O)(=O)Nc1ccccc1C(=O)NCc1ccccc1Cl
  1, -12, 1, 0, -9, 3, /, 0.2
O=C(Nc1ccc(NC(=O)c2cccnc2Cl)cc1)c1cccc(Cl)c1
  0, -6, /, 40, 4, -2, 0.1, 0.5
O=C(c1cccc(F)c1)N1CCN(c2ccc([N+](=O)[O-])c3cccnc23)CC1
  2, -14, /, /, 0, 1, /, -0.1
Cc1ccc(S(=O)(=O)N(C)C[C@@H]2Oc3cc(C#CC4CCCC4)ccc3S(=O)(=O)N([C@H](C)CO)C[C@H]2C)cc1
  0, 4, -2, 1, -10, -26, 0.0, 0.0
CCCNC(=O)N1[C@H](CNC(C)=O)[C@@H](c2ccc(C3=CCCC3)cc2)[C@@H]1CO
  /, /, -1, 3, /, /, 0.4, 0.0
CC1CC(=O)C2=C(C1)Nc1ncnn1C2c1ccccc1 (centres undefined)
  1, 0, -6, -2, 7, 8, /, /
COc1cccc(C#Cc2ccc([C@H]3[C@@H](CO)N4C(=O)CN(C(=O)C5CC5)C[C@@H]34)cc2)c1
  -2, -10, /, /, -4, 10, 0.3, 0.1
CCOCCCNCc1cc(Br)ccc1OCc1ccccc1
  0, -6, /, /, -4, 2, 0.0, 0.1

(list continues)
Molecule	ERAP1 inh	RAD52 inh	RAD54 branch	esBAF inh	ERp5 block	S100A4 MyoIIA	E-selectin induc	XiGFP reactiv
O=C(Cn1cc(C(=O)C2CCCCC2)c2ccccc21)NCC1CCCO1 (centres undefined)	-2	-4	-3	-5	-4	-2	/	0.1
CCN(CC(=O)Nc1ccc2c(c1)OCCO2)S(=O)(=O)c1ccc(F)cc1	-4	-8	-1	-4	2	1	/	0.1
Cc1ccccc1-c1ccc2c(c1)[C@@H]1C[C@H](N(C)C(=O)Nc3ccccc3)[C@H]([C@H](C)O)CN1CC2	0	-164	/	/	4	-1	-0.1	0.5
O=C(CNc1ccc(Br)cc1)Nc1cccc(S(=O)(=O)N2CCCC2)c1	-7	0	0	13	-6	19	0.1	-0.1
Cc1ccc(-c2ccc(/C=N/NC(=O)CN3CCOCC3)o2)cc1[N+](=O)[O-]	2	-3	/	/	-6	-2	/	-0.1
C[C@H](CO)N1C[C@H](C)[C@@H](CN(C)Cc2cccnc2)Oc2ncc(C#CCc3ccccc3)cc2C1=O	-1	-4	-20	-6	-3	-4	-0.3	-0.9
C[C@H](CO)N1C[C@H](C)[C@H](CN(C)Cc2ccncc2)OCCCC[C@H](C)Oc2ccc(N(C)C)cc2C1=O	3	2	-8	-1	-6	-37	-0.1	-0.6
COc1ccc(-c2nc(CN3CCN(Cc4cccc(Cl)c4)CC3)c(C)o2)cc1	0	-25	-2	4	4	0	/	0.0
CCCc1c(Cc2cccc(F)c2)ncn1Cc1cccc(-c2ccccc2)c1	-1	-27	/	/	-1	-3	-0.3	0.0
COc1cccc(-c2nc(-c3ccc(Br)o3)no2)c1	-2	-14	5	/	6	1	2.7	0.0
CCC(=O)Nc1ccc2c(c1)OC[C@@H](C)N(Cc1ccncc1)C[C@@H](C)[C@@H](OC)CN(C)C2=O	-5	12	-2	-8	-5	?	-0.1	0.6
CNC(=O)CSc1nc2ccccc2c(=O)n1-c1cc(OC)ccc1OC	-1	-15	4	/	-1	15	-0.2	0.2
CC(C)Cn1c(N)c(C(=O)COC(=O)c2ccc(F)cc2)c(=O)n(C)c1=O	-1	-26	/	/	4	-13	/	0.0
C[C@H]1CN([C@@H](C)CO)S(=O)(=O)c2ccc(Br)cc2O[C@H]1CN(C)S(=O)(=O)c1ccccc1F	-2&1	4&0	5&3	-5&-23	4&-10	2&5	0.5&-0.1	0.0&0.1
Cc1cc(C(=O)N/N=C/c2cccs2)no1	2	-2	4	/	8	1	/	0.0
Cc1c(C(=O)NCc2ccc(C#N)cc2)sc(=O)n1Cc1ccccn1	/	-22	12	-4	-4	2	/	0.0
CC(=O)N1CCc2cc(NC(=O)c3ccc(C)cc3)ccc21	-7	-7	-1	-2	0	25	/	/
c1ccc(-c2cn(CC3CCCCC3)nn2)cc1	2	-1	-5	65*	0	-1	/	0.0
O=C(C[C@H]1CC[C@H]2[C@@H](COC[C@@H](O)CN2C(=O)Nc2ccccc2)O1)NCCCN1CCOCC1	0	-8	2	4	-2	0	-0.1	0.1
C[C@@H]1CN([C@H](C)CO)C(=O)c2cc(NC(=O)C3CCCCC3)ccc2O[C@@H](C)CCCCO[C@H]1CN(C)S(=O)(=O)c1ccccc1	-1	-43	-2	-2	1	3	0.0	0.2
Cc1ccc(CNC(=O)C2CC(c3ccc(C(F)(F)F)cc3)=NO2)o1 (centres undefined)	5	-3	-9	2	1	-3	0.1	0.1
O=C(CSc1nnc(NC(=O)C2CC2)s1)NCc1ccccc1Cl	0	-20	3	0	-14	36	-1.1	0.0
CN1CCC(N(C)S(=O)(=O)c2ccc(NC(=O)COc3cccc(C(F)(F)F)c3)cc2)CC1	-2	22	7	/	8	-2	0.3	0.0
CCCNC(=O)C1(C)CCN(C(=O)c2cccc(C(F)(F)F)c2)C1 (centres undefined)	-2	-15	2	3	-3	-3	0.4	0.0
Cc1noc(C)c1NC(=O)Nc1ccc2c(c1)C(=O)N([C@@H](C)CO)C[C@H](C)[C@@H](CN(C)Cc1ccc(C(=O)O)cc1)O2	1	7	3	2	1	4	-4.5	-1.5
CCC(Oc1ccccc1)C(=O)NCCOC (centres undefined)	4	-18	/	/	2	4	1.8	-0.5
COc1cc(-c2nnc(NC(=O)CS(=O)(=O)c3ccc(C)cc3)o2)cc(OC)c1OC	-1	-16	-18	-2	-4	4	0.1	0.0
CCCCN1C(=O)N(C)C2NC(=S)NC21 (centres undefined)	-2	-11	-1	/	3	1	10	0.1
O=C(C[C@@H]1C[C@H]2c3cc(NC(=O)Nc4ccccc4F)ccc3O[C@H]2[C@H](CO)O1)NC1CCCCC1	-1	-15	17	15	-2	-3	-0.3	0.1

Reprinted at random: 4 compounds from above
Molecule	ERAP1 inh	RAD52 inh	RAD54 branch	esBAF inh	ERp5 block	S100A4 MyoIIA	E-selectin induc	XiGFP reactiv
CCC(Oc1ccccc1)C(=O)NCCOC (centres undefined)	4	-18	/	/	2	4	1.8	-0.5
COc1cc(-c2nnc(NC(=O)CS(=O)(=O)c3ccc(C)cc3)o2)cc(OC)c1OC	-1	-16	-18	-2	-4	4	0.1	0.0
Cc1noc(C)c1NC(=O)Nc1ccc2c(c1)C(=O)N([C@@H](C)CO)C[C@H](C)[C@@H](CN(C)Cc1ccc(C(=O)O)cc1)O2	1	7	3	2	1	4	-4.5	-1.5
CCCCN1C(=O)N(C)C2NC(=S)NC21 (centres undefined)	-2	-11	-1	/	3	1	10	0.1
